V-ATPase pH: regulators of yeast V-ATPase proton pumping, primary screen, pHLuorin cytosolic pH fluorescence; S. cerevisiae; response, % at 10 µM; actives 0.37% (n = 350,000); in the data active = response mostly above about 7.3%, no sharp cut-off; inactive = mostly below about 5.4%; also: actives read high; inactives centre near 0; some compounds called inactive have numbers as strong as hits; reference of the scale not given here
Pemphigus Ab inh: inhibitors of pemphigus antibody binding to DSG3, primary screen, biochemical, bead-based, flow cytometry, scFv-GFP | actives 0.48% (n = 310,000) | DSG3-coupled beads, scFv-anti-DSG3-GFP binding; stronger effect = lower value | Desmoglein-3 (Homo sapiens), P32926 | binding (percent of control), % at 10 µM;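 active = binding more than 3 SD below its plate's average and above zero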;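 also: hits lower antibody fragment binding to DSG3; some compounds called inactive have numbers as strong as hits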
OPRM1-OPRD1 inv: inverse agonists of MOR-DOR heterodimerization, primary screen, cell-based, luminescence; Mu-type opioid receptor (Homo sapiens) + Delta-type opioid receptor (Homo sapiens), …; cell-based MOR-DOR heterodimer luminescence, inverse agonism; inhibition, % at 9.3 µM; actives 0.21% (n = 340,000); AID 504357, 2011; in the data active = inhibition above about 22%, passing the limit was not always enough;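 also: 0% = cells with DMSO and 100% = wells without cells with DMSO; values of inactives mirror those of a sister screen read the other way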
PKA-R2B act: activators of PKA-R2B holoenzyme, primary screen, biochemical, fluorescence polarization, Cy5-IP20, human; activation, % at 11.4 µM; PKA-R2B holoenzyme dissociation; R2B truncated from residue 108, S112A mutant; 0% DMSO only, 100% 113 µM cGMP; AID 504700, 2011; actives 0.079% (n = 340,000);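 active = activation above a cutoff set at the mean over all compounds plus 3 SD, cut at about 18% in these data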;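 also: higher means more holoenzyme dissociation and a rise in polarization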
Target sequence (P31323 whole entry, looked up, other chains not shown, the tested form may be a part): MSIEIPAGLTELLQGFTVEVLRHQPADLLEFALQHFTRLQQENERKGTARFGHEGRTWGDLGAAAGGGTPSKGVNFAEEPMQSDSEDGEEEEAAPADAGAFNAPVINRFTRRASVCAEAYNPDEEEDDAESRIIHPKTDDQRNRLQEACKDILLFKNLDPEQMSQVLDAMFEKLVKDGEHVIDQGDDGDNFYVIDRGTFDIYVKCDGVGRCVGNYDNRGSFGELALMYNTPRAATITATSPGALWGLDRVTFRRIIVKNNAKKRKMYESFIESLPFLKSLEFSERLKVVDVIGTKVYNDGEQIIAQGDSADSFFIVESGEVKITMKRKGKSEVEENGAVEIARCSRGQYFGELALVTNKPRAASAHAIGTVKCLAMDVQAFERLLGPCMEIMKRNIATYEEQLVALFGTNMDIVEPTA
OPRM1-OPRD1 ag: agonists of OPRM1-OPRD1 heterodimerization, primary screen, cell-based, luminescence; activation, % at 9.3 µM; actives 0.3% (n = 340,000); cells; in the data active = activation above about 18%;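 also: 0% = vehicle-treated cells and 100% = reference agonist; values of inactives mirror those of a sister screen read the other way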
HTR5A inv ctr: HTR5A inverse agonists in luminescence cell assay, primary screen, counter-screen for OPRM1-OPRD1 heterodimer inverse agonist project, full-deck HTS; AID 504634, 2011; inhibition, % at 9.3 µM; HTR5A cell line, inverse agonism; 5-hydroxytryptamine receptor 5A (Homo sapiens), P47898; actives 0.083% (n = 340,000); in the data active = inhibition mostly above about 23%, no sharp cut-off; inactive = mostly below about 18%;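 also: 0% = cells with DMSO and 100% = no-cell wells with DMSO; some compounds called inactive have numbers as strong as hits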
Arrestin-AP2 inh: inhibitors of beta-arrestin/AP2 binding, primary screen, biochemical, GPCR trafficking, flow cytometry | FITC-arrestin peptide / GST-AP2 beads; AP2 beta2 appendage carries R879A mutation | actives 0.31% (n = 340,000) | AID 504490, 2011 | inhibition, % at 10 µM | beta-arrestin 1 C-terminal peptide binding to AP2 beta2-adaptin appendage (human);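 active = inhibition above a set limit, near 3 SD of compounds lacking own fluorescence, cut at about 54% in these data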;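 also: plate controls were DMSO wells for no effect and 5 µM unlabelled arrestin peptide for full effect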
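test system = AP2 appendage R879A on GSH beads | buffer or medium = PBS plus Tween 20 (0.05%) and BSA (0.1%) | incubation = 12 min plus 1 h, RT | detection = bead flow cytometry, FITC channel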
PKA-R1A act: activators of PKA-R1A holoenzyme, primary screen, biochemical, fluorescence polarization, Cy5-IP20, bovine R1A, mouse PKAc. cAMP-dependent protein kinase type I-alpha regulatory subunit (Bos taurus) + …. PKA-R1A dissociation; scaled: DMSO 0%, 113 µM cGMP 100%. activation, % at 11.4 µM. actives 0.083% (n = 340,000);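 active = percent activation above the mean of all tested compounds plus 3 SD, cut at about 19% in these data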;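 also: higher means more PKAc released from R1A so a rise in polarization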
HTR5A ag ctr: HTR5A agonists in luminescence cell assay, primary screen, counter-screen for OPRM1-OPRD1 heterodimer agonist project, full-deck HTS; 5-hydroxytryptamine receptor 5A (Homo sapiens), P47898; actives 0.61% (n = 340,000); activation, % at 9.3 µM; AID 504692, 2011; cell-based; in the data active = activation mostly above about 9.5%, no sharp cut-off; inactive = mostly below about 7.6%;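 also: 0% = cells with vehicle only and 100% = reference agonist; strong numbers were not always called active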
DAGLB inh: DAGLB lipase inhibitors, primary screen, biochemical, fluorescence, HTS; Diacylglycerol lipase-beta (Homo sapiens), Q8NCG7; HEK293T DAGLB membrane lysate, EnzChek fluorogenic substrate; inhibition, % at 5.17 µM; actives 0.059% (n = 340,000); in the data active = inhibition above about 34%;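 also: 0% = enzyme with vehicle and 100% = wells lacking enzyme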
Target sequence (Q8NCG7 whole entry, looked up): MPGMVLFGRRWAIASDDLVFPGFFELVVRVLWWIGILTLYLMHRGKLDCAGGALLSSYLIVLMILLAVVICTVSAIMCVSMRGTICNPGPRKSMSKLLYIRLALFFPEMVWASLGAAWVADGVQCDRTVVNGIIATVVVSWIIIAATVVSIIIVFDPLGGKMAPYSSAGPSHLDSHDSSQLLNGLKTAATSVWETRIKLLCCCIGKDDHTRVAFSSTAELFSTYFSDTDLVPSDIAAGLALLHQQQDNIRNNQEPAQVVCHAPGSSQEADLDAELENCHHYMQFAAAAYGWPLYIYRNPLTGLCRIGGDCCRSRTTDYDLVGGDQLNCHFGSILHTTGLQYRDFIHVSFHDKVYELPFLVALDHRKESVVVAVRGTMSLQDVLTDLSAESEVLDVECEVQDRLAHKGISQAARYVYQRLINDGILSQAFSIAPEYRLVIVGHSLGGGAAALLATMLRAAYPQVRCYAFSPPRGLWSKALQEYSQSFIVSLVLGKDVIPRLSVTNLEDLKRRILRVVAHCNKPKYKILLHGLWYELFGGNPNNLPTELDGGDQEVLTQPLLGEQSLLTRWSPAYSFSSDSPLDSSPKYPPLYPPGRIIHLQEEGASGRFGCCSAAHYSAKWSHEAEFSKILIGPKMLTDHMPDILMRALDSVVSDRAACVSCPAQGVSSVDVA
The depositor's hits bear a star; · = not tested or not shown.

SMILES	V-ATPase pH	Pemphigus Ab inh	OPRM1-OPRD1 inv	PKA-R2B act	OPRM1-OPRD1 ag	HTR5A inv ctr	Arrestin-AP2 inh	PKA-R1A act	HTR5A ag ctr	DAGLB inh
CSc1ccccc1NC(=O)C1CCCO1 (configuration not stated)	-2	·	19	-2	-3.5	-7	-1	-4	3	2
O=C(NCCc1nc2ccccc2[nH]1)c1cccc(Br)c1	-5	100	11	5	-2.1	4	-5	14	-2	1
c1ccc(-n2nnc3ccccc32)nc1	-2	101	13	-2	-2.4	9	1	-7	2	-4
c1ccc2cc(N3CCCCC3)ccc2c1	0	100	-23	-6	4.5	11	0	2	-3	-5
COc1cccc(NC(=O)c2ccccc2OCc2c(C)noc2C)c1	4	102	-5	1	0.8	1	9	-8	0	-1
COc1ccc(CCC(=O)NCc2cn3ccccc3n2)cc1	4	110	10	2	-1.9	-18	-5	5	0	-4
COc1cccc2cc(C(C)N(CCCN3CCOCC3)C(=S)Nc3cc(C)cc(C)c3)oc12 (configuration not stated)	-1	104	9	-8	-1.7	9	5	3	-3	-1
CCN(CCn1cccn1)Cc1c(C(=O)N2C[C@@H](C)O[C@@H](C)C2)nc2ccc(Cl)cn12	-3	101	17	-6	-3.4	-26	-7	2	-1	-3
O=C(Nc1nc2ccc(F)cc2s1)C1CC(=O)N(c2ccc3c(c2)OCCO3)C1 (configuration not stated)	-1	·	4	-2	-0.9	12	15	-12	-5	0
Cc1c(CNC2CCC(C)CC2)c(C(=O)O)c(C)n1Cc1ccccc1 (configuration not stated)	0	101	4	-14	-0.9	14	28	-2	-1	-1
CCOC(=O)CC1(NC(=O)c2cc(COc3cccc(OC)c3)on2)CCCCC1	-2	81*	-27	-2	4.9	1	-4	6	0	-9
COc1cccc(CC(NC(C)=O)C(=O)NC2CCN(c3nc(C)cc(C)c3C#N)CC2)c1 (configuration not stated)	0	100	10	-4	-1.8	-6	-5	-4	2	0
CSc1nnc(Cc2cc(=O)[nH]c(=O)[nH]2)n1-c1cccc(C)c1	2	·	18	4	-3.0	-6	-5	-14	2	-3
CC(=O)Nc1ccc(-c2csc(NCCc3ccccc3)n2)cc1	1	117	-21	6	4.1	-8	-11	-7	2	3
COc1ccc(OC)c(NC(=O)NCc2cccnc2)c1	6	101	7	-8	-1.3	-40	5	5	2	-2
CCc1c(Cl)nc(N)nc1Nc1ccccc1Cl	5	95	-11	-9	2.2	-2	-3	-3	0	2
Cc1c(NC(=O)Oc2ccccc2)sc(=S)n1C	0	116	27	-12	-6.0	-34	-16	3	15*	2
CNC(=O)c1[nH]cnc1C(=O)NCC(=O)OC(C)(C)C	-4	105	2	-5	-0.3	-18	32	-3	7	-4
O=C(CCCNC(=O)c1ccc(Cl)cc1)Nc1ccc(S(=O)(=O)Nc2ncccn2)cc1	0	98	17	1	-3.2	-13	4	-14	2	-4
CC(=O)NCC(=O)N1CCCC(C(=O)c2ccc3c4c(cccc24)CC3)C1 (configuration not stated)	0	106	-6	-9	0.8	-2	19	5	2	-1

Single records (already shown).
COc1ccc(OC)c(NC(=O)NCc2cccnc2)c1 is entered as V-ATPase pH = 6; Pemphigus Ab inh = 101; OPRM1-OPRD1 inv = 7; PKA-R2B act = -8; OPRM1-OPRD1 ag = -1.3; HTR5A inv ctr = -40; Arrestin-AP2 inh = 5; PKA-R1A act = 5; HTR5A ag ctr = 2; DAGLB inh = -2
CC(=O)NCC(=O)N1CCCC(C(=O)c2ccc3c4c(cccc24)CC3)C1 (configuration not stated) is entered as V-ATPase pH = 0; Pemphigus Ab inh = 106; OPRM1-OPRD1 inv = -6; PKA-R2B act = -9; OPRM1-OPRD1 ag = 0.8; HTR5A inv ctr = -2; Arrestin-AP2 inh = 19; PKA-R1A act = 5; HTR5A ag ctr = 2; DAGLB inh = -1

The results go on:
SMILES	V-ATPase pH	Pemphigus Ab inh	OPRM1-OPRD1 inv	PKA-R2B act	OPRM1-OPRD1 ag	HTR5A inv ctr	Arrestin-AP2 inh	PKA-R1A act	HTR5A ag ctr	DAGLB inh
COc1ccc(CN2C(=O)c3ccccc3C2C(=O)NCc2cccnc2)c(OC)c1 (configuration not stated)	11	106	15	0	-2.8	13	-1	-6	2	0
COc1ccc(OC)c(-c2nnc3n2N=C(c2ccc(OC)c(OC)c2)CS3)c1	-1	97	7	-10	-1.2	-36	28	-4	4	-3
Cc1n[nH]c(C)c1SCC(=O)Nc1ccc(F)cc1	-1	94	8	0	-1.4	-6	-11	-8	2	1
CN(Cc1ccccc1)C(=O)NC1CCCCC1	-2	102	8	-3	-1.7	0	9	5	0	0
O=C(CSc1ccc(-c2ccc(Br)cc2)nn1)N1CCOCC1	0	100	2	1	-0.4	-30	-8	-6	-1	-2
CN1C(=O)C2CN(CCc3ccccc3)CNC2N(C)C1=O (configuration not stated)	-4	97	6	-1	-1.0	-20	4	-18	0	-1
c1coc(-c2nnc(SCc3nc4ccccc4[nH]3)o2)c1	0	100	10	-4	-1.9	34	5	-10	-4	3
Cc1ccccc1NC(=O)c1cc(S(=O)(=O)N2CCCCC2)ccc1N1CCOCC1	-3	102	·	-7	·	·	·	-7	·	1
O=C(C1=COCCO1)N(Cc1nnc(-c2ccc(Cl)cc2)o1)C1CC1	7	100	-6	-5	0.9	-1	-1	1	0	1
Cc1ccc(C)c(NC(=S)NCCN2CCOCC2)c1	-2	102	6	-6	-1.0	10	41	6	-1	-1
CC(=O)c1cccc(N(CC(=O)Nc2ccccc2F)S(C)(=O)=O)c1	-2	103	15	-14	-2.9	35	24	-2	4	0
O=C(O)CSc1nc(-c2ccc(Cl)cc2)nc2c1oc1ccccc12	0	119	18	1	-3.4	28	-10	-6	2	14
Cc1nc2ccccc2c(=O)n1NC(=O)Cc1ccc([N+](=O)[O-])cc1	0	106	21	3	-3.7	14	-8	-7	-5	1
COc1ccc(N(Cc2ccccc2)S(=O)(=O)c2cccc(C(=O)NC3=NCCS3)c2)cc1	1	91	6	-2	-1.1	-22	9	-3	-2	-7
O=C1C(Cl)=C(N2CCOCC2)C(=O)N1c1ccccc1	-3	97	7	1	-1.3	7	27	-11	-4	3
CCn1cc(C(=O)N2CCOCC2)c(=O)c2cc(S(=O)(=O)N(C)C)ccc21	0	103	10	10	-2.0	7	8	6	-3	2
COc1ccc2c(c1)N(C[C@H](C)CN(C)C)c1ccccc1S2	1	102	0	6	0.0	-8	15	4	2	5
Cn1cc(SCC(=O)Nc2nc3ccccc3s2)c2ccccc21	0	110	-19	-9	3.3	-23	0	7	8	5
CCc1ccc(NC(=O)CCCN2C(=O)C3CC=CCC3C2=O)cc1 (configuration not stated)	3	104	15	-3	-2.6	4	4	4	-3	-1
N=c1ncn(CC(O)CO)c2nc(N3CCOCC3)[nH]c12 (configuration not stated)	-2	·	15	-2	-3.0	11	-6	5	0	-1
CCN(CC)CCCNC(=O)c1cn(CC(C)C)c(=O)c2c1c1ccccc1n2C	0	94	12	-9	-2.6	3	2	1	-1	-1
COc1ccc(Br)cc1/C=N/NC(=O)c1nc(-c2ccccc2)n2c1CCCCC2	-1	96	9	-10	-1.6	3	2	6	0	-4
O=C(NCC(c1cccnc1)N1CCN(c2ccccc2)CC1)c1ccc2c(c1)OCO2 (configuration not stated)	-1	116	12	-6	-2.2	-2	-2	-10	4	0
COc1ccc(C(=O)Nc2cnc3sc(C)nn3c2=O)cc1	0	102	18	-6	-3.8	-8	16	-6	3	0
CCOC(=O)c1c(CSc2cccs2)n(C)c2cc(Br)c(O)c(CN(C)C)c12	-4	·	8	-7	-1.5	13	24	-6	3	-2
CC1CCc2nc3ccc(S(=O)(=O)N4CCC(C(=O)N5CCCCCC5)CC4)cc3c(C(=O)O)c2C1 (configuration not stated)	0	108	-6	0	1.1	-1	-7	-9	0	-3
Cc1nc(-c2ccc(NC(=O)c3ccco3)cc2)cs1	4	120	15	-4	-3.3	-16	2	-15	4	0
CC(C)Cc1cc(C(=O)NCc2ccco2)no1	2	99	13	7	-2.2	-18	2	-6	6	-1
CCCCOc1ccc(Cc2cnc(N)nc2N)cc1	-2	114	14	6	-2.8	-14	29	1	0	-3
Cc1c(Br)c([N+](=O)[O-])nn1CC(=O)Nc1ccc(Cc2ccncc2)cc1	2	99	-13	4	1.8	-19	5	-5	6	-2
O=C(c1ccccc1)N1CCN(C(=O)c2ccccc2)C1c1ccccc1	8	100	13	-2	-2.7	-4	-1	3	3	2
O=C1/C(=C\c2ccco2)SC(=S)N1c1ccc(O)cc1	4	98	-9	-2	1.4	18	21	0	-2	-56
CC(C)CNC(=O)c1oc2ccccc2c1COc1ccccc1	-4	92	-38	-6	5.3	11	-6	-8	-4	-9
O=C1N=C(O)CN1/N=C/c1ccc(-c2ccc([N+](=O)[O-])cc2)o1	1	100	-5	6	1.0	-9	8	-5	1	5
CC1C(=O)N(Cc2cn(Cc3ccco3)nn2)CCS(=O)(=O)N1Cc1ccc(-c2ccc(F)cc2)cc1 (configuration not stated)	1	104	·	-7	·	·	·	-5	·	2
Cc1[nH]c(=O)[nH]c(=O)c1S(=O)(=O)N1CCCC(C(=O)N2CCN(c3cccc(C(F)(F)F)c3)CC2)C1 (configuration not stated)	1	100	10	-7	-2.0	-3	2	7	1	3
CCCCNC(=O)NNC(=O)COc1cc(C)cc(C)c1	1	96	11	-18	-1.6	-14	-13	-13	1	2
Cc1ccc(S(=O)(=O)Nc2nc(C)c(C)s2)cc1	0	·	15	4	-3.0	-2	-6	7	1	-1
CC(C)(C)C(=O)Nc1ccc(C(=O)Nc2cc(NC(=O)c3ccc(NC(=O)C(C)(C)C)cc3)cc(C(=O)O)c2)cc1	0	114	18	-6	-3.5	-2	-14	8	1	0
CC(C)N(Cc1nc(-c2ccc(Cl)cc2)no1)C(=O)CN(C)S(=O)(=O)c1ccc(Cl)cc1	4	105	0	-5	0.0	-5	-1	0	2	-5
COc1ccc(CC(=O)N2CCN=C2SCc2cccc([N+](=O)[O-])c2)cc1	3	92	1	-7	-0.2	-12	11	-3	-1	-1
Oc1ccccc1/C=N/n1c(-c2cccs2)n[nH]c1=S	-1	99	-15	-12	2.7	4	4	2	-1	1
CC(C)CCN(C(=O)CNC(=O)c1ccco1)C(C(=O)NC1CCCCC1)c1cccnc1 (configuration not stated)	0	100	8	-1	-1.3	-7	19	-1	3	2
Cc1ccc(NC(=O)C2CCN(S(=O)(=O)c3ccc4c(c3)oc(=O)n4C)CC2)cc1	1	·	9	-2	-1.6	5	-11	-3	-1	-3
